# Abeta yeast res: restores growth of yeast expressing A-beta42 peptide; yeast expressing A-beta42, growth rescue, OD600, 48 h; response scale: 0% DMSO, 100% iron-clioquinol control; Potency, µM (highest dose often 46.1 µM), for inactives: at the top dose growth rescue, actives largely listed as activators; 410,000 compounds, 0.063% hits; also: potency is read from the fitted curve at half-maximal effect; nearly all actives have a fitted effect of over 55% in size
#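 Yeast A-beta toxicity model in growth medium with pinned compounds, 48 h at 30 C; growth read as absorbance at 600 nm. Normalized to FeCl3/clioquinol equimolar mix (positive) and DMSO (negative).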
# Nrf2 activator: activates Nrf2 signaling; 410,000 compounds, 0.31% hits; AREc32 ARE-luciferase reporter (MCF7-derived line), luminescence, 24 h; Potency, µM (doses to about 46.1 µM), without a hit: top-dose activation, most hits filed as activators; also: potency is read from the fitted curve at half-maximal effect; % of control where 0% means no effect; nearly all actives have a fitted effect of over 65% in size
#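 Quantitative high-throughput format: AREc32 reporter cells, 1000 per well, received compound by pin transfer and were incubated 24 hr at 37 deg C, 5% CO2, before Steady-Glo luminescence detection.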
# Nrf2 block: Nrf2 pathway inhibition; 360,000 compounds, 2.1% hits; AID 504444; A549 ARE-Fluc reporter, luciferase luminescence, 18-24 h; Potency, µM (highest dose often 46 µM), for inactives: top-dose activity change, negative = inhibition, hits mostly inhibitors; also: potency is read from the fitted curve at half-maximal effect; % is scaled to controls: 0 for no effect and ±100 for the full control effect; nearly all actives have a fitted effect of over 60% in size
#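 Reporter: ARE-Fluc in A549. Exposure: 18-24 h, 37 °C, 5% CO2, 5% FBS OPTI-MEM. Readouts: fluorescent cytotoxicity (CellTiter-Fluor), then luminescent Nrf2 signal after BugLite.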
# CCT chaperon mod: changes cytosolic chaperonin activity; purified chaperonin ATPase assay, HTRF ADP detection, 30 min; activity change, % (concentration not given with the values), hits read low; 360,000 compounds, 0.3% hits; in the data active = activity change below about -30%; also: % is scaled to controls: 0 for no effect and ±100 for the full control effect
#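 ATPase activity: ADP formed was measured by HTRF Transcreener (665/615 nm ratio) after 30 min at 37 deg C with 10 uM ATP. Compounds screened at one 76 uM concentration against 40 or 20 nM TRiC in Tris pH 7.4/KCl/MgCl2/DTT buffer.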
# A549 tox: kills or reduces viability of A549 cells in Nrf2 counter-screen. 390,000 compounds, 0.16% hits. Potency, µM (doses to about 46 µM), inactives show at the top dose activity change, negative = cytotoxicity, actives largely listed as inhibitors. A549 ARE-Fluc cells, CellTiter-Fluor viability, 18-24 h; also: potency is read from the fitted curve at half-maximal effect; % is scaled to controls: 0 for no effect and ±100 for the full control effect
#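 A549 ARE-Fluc cells in 5% FBS OPTI-MEM, 5000 cells/well, rested 2 h then exposed to compounds in concentration-response for 18-24 h at 37 °C. Viability by CellTiter-Fluor fluorescence (Ex 405/Em 525) after 30 min; luciferase luminescence (BugLite, 15 min, RT) read afterwards.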
# pAkt inh: Akt phosphorylation inhibition; 360,000 compounds, 0.32% hits; activity change, % for hits at 50 µM; Neuro2A IGF-stimulated pAkt S473 HTRF, 20 min; active compounds read low; in the data active = activity change below about -80%; inconclusive = mostly about -51% to -80%; also: % is scaled to controls: 0 for no effect and ±100 for the full control effect
#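 Single-point screen (50 µM final compound) in Neuro2A cells stimulated 20 min with 6 nM IGF at 37 deg C. After lysis, Ser473-phosphorylated Akt read by HTRF (ex 330 nm, em 615/665 nm) as the 665/615 ratio.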
# TGFb inhibitor: blocks TGF-b signaling. HepG2 CAGA-GFP TGF-b/SMAD3 reporter, GFP fluorescence, 18 h; TGF-beta stimulated, 500 pg/mL final. Potency, µM (highest dose often 46.1 µM), inactives show at the top dose activity, negative = inhibition, most hits filed as inhibitors. 410,000 compounds, 1.2% hits. AID 588855; also: potency is read from the fitted curve at half-maximal effect; % is scaled to controls: 0 for no effect and ±100 for the full control effect; nearly all actives have a fitted effect of over 65% in size
#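 Read-out: total well GFP (ex488/em500-530) summed from mean per-cell fluorescence. Cells: HEPG2 CAGA-GFP, 1% FBS DMEM, 18 h at 37 degrees C with 500 pg/mL final TGF-beta. Unstimulated wells served as the full-inhibition control; stimulated DMSO wells = 0%.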
# HepG2 tox: counter-screen for TGF-b inhibitors: cytotoxicity in HepG2 cells; HepG2 CAGA-GFP viability, ATP luminescence, 18 h; 410,000 compounds, 0.76% hits; Potency, µM (highest dose often 46.1 µM), for inactives: at the top dose activity change, negative = cytotoxicity, hits mostly cytotoxic; also: potency is read from the fitted curve at half-maximal effect; some results filed as inactive show a strong effect at the top dose
#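 CellTiter-Glo luminescence gave cytotoxicity after 18 hours at 37 degrees C. The cells were HepG2 CAGA-GFP in 1% FBS DMEM, stimulated with 500 pg/mL TGF-beta after compound addition. %Activity was normalised to no-cell wells (complete cell-killing) and DMSO (no toxicity), and curves were fitted and classified.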
# Mm-Cpn inhibitor: M. maripaludis TRiC chaperonin inhibition. purified Mm-Cpn ATPase, ADP Transcreener TR-FRET. 330,000 compounds, 0.031% hits. AID 504842. Potency, µM (series often up to 76.9 µM), without a hit: top-dose activity, negative = inhibition, most hits filed as inhibitors; also: potency is read from the fitted curve at half-maximal effect; % is scaled to controls: 0 for no effect and ±100 for the full control effect; nearly all actives have a fitted effect of over 80% in size
#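 ATPase read-out: TR-FRET ADP immunoassay (anti-ADP Eu cryptate vs ADP-d2), ex 320 nm, em 590/665 nm; signal drops as ADP forms. Enzyme 25 nM, ATP 10 uM, 30 min at 37°C after 10 min compound preincubation.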
# * marks the source's active call; other numbers are inactive results; i = inactive; ? = inconclusive; nt = not tested or not shown; & = joins results of further samples; [ ] = another dose, or the depositor's remark. Unless noted, calls follow the shape of the dose curve; as a rule, active = well fitted curve in the direction sought with a large enough effect; inconclusive = small, poorly fitted or top-dose-only effect, or another doubt; inactive = no such curve, though single readings can be large; an effect the other way counts as inactive or inconclusive. The order is random. About 4.3% of those tested had a hit in this group.
SMILES,Abeta yeast res,Nrf2 activator,Nrf2 block,CCT chaperon mod,A549 tox,pAkt inh,TGFb inhibitor,HepG2 tox,Mm-Cpn inhibitor
c1ccc(-c2noc(CN3CCN(C(c4ccccc4)c4ccccc4)CC3)n2)cc1,0%,-0.4%,2%,2.8,0%,i,-1%,-44%,1%
CCN(CC(=O)Nc1c(F)cccc1F)C(=O)Cc1ccccc1,-1%,-0.3%,12%,-3.9,-5%,i,0%,2%,3%
O=C(c1ccc2c(c1)N(Cc1ccc(F)cc1)C(=O)CS2)N1CCOCC1,6%,-0.1%,14%,-2.4,-8%,i,-7%,-4%,0%
COc1cc(-c2nnc(COc3ccc4ccccc4c3)o2)cc(OC)c1OC,-15%,2.8%,?,-6.8,1%,i,4%,-15%,-1%
CCCCOC(=O)/C=C/c1c(C)[nH]c(=O)[nH]c1=O,21%,-0.5%,-8%,-1.5,-5%,i,1%,6%,-6%
COc1ccc(CNC(=O)C(CC(C)C)NC(=O)c2ccccc2C)cc1 (stereo unspecified),-20%,0.2%,5%,-0.3,1%,i,10%,-19%,?
COc1cc(/C=N/NC(=O)c2cccc(C(=O)N/N=C/c3ccc(O)c(OC)c3)n2)ccc1O,-13%,-0.4%,-14%,-0.8,1%,i,5%,3%,3%
C=CCn1cnc2scc(-c3ccc(OC)cc3)c2c1=O,10%,6.7%,3%,-1.9,2%,i,7%,-28%,1%
Cc1cc2c(c(C)c1Cl)C(c1ccc3c(c1)OCO3)CC(=O)O2 (stereo unspecified),?,-0.5%,6%,1.2,-1%,i,-12%,-21%,1%
O=C(Nn1cnnc1)c1cc(Cl)cc(Cl)c1,8%,0.2%,10%,-0.1,2%,i,1%,-4%,-1%
COc1cccc(-c2nnc(SCC(=O)N(C)C3CCCCC3)o2)c1,-14%,13%,3%,nt,0%,nt,-8%,-19%,nt
Cc1ccc(Nc2nnc(-c3ccc(C)c(S(=O)(=O)N4CCOCC4)c3)c3ccccc23)cc1,3%,-1.2%,8%,nt,2%,nt,-9%,-10%,nt
CS(=O)(=O)N(CC(=O)N1CCCC1)Cc1ccccc1,4%,-0.1%,0%,0.4,-2%,i,-1%,-25%,-2%
c1ccc2c(c1)nnn2-c1ncnc2sccc12,16%,4µM*,?,-16,1%,i,-16%,4%,1%
C=CCNC(=S)N/N=C(\C)c1cccnc1,0%,-0.3%,-15%,-4.2,-15%,i,-16%,-38%,3%
O=C(Cn1sc2ccccc2c1=O)Nc1ccc(Br)cc1,32%,?,nt,-2.9,nt,i,?,-48%,nt
Cc1cc(/C=C(\C#N)C(=O)OCC(=O)Nc2ccc(OC(F)F)cc2)c(C)n1CC(C)C,-10%,4.9%,12%,0.0,1%,i,-4%,-24%,-13%
O=C(O)c1ccc(S(=O)(=O)N2CCC3(CC2)CC(=O)c2ccccc2O3)cc1,-1%,1.2%,11%,-1.8,1%,i,-25%,-6%,-27%
CCCNC(=O)c1ccc(N2CCC3(CC2)CC(c2ccc(Cl)cc2)=NO3)c([N+](=O)[O-])c1,-12%,0.5%,23µM*,-1.7,-1%,i,-3%,-17%,-1%
COc1cc(CN(CCc2c(C)[nH]c3ccc(C)cc23)C(=S)NC(C)(C)C)cc(OC)c1OC,-7%,5.0%,2%,-0.3,-27%,i,-18%,-24%,2%
Cc1cc(S(=O)(=O)N(Cc2ccccc2)Cc2ccc(N(C)C)cc2)ccc1-n1cnnn1,16%,0.2%,-22%,-1.5,0%[1.84 µM],i,-21%,-21%,1%
COC/C=C/C1=CC2=CC(=O)C(C)(OC(=O)c3cnc4ccccc4n3)C(=O)C2=CN1Cc1ccco1 (stereo unspecified),-7%,-0.2%,2%,0.2,-9%,i,-8%,-6%,nt
COc1cc(/C=N\NC(=O)C2CC3C=CC2C3)ccc1O (stereo unspecified),-7%,3.1%,-15%,-0.8,10%,i,-17%,-10%,2%
COc1ccc(C(=O)N2CCc3c([nH]c4ccccc34)C2C(F)(F)F)cc1 (stereo unspecified),25%,3.1%,?,0.1,-1%,i,?,-9%,-2%
CCOP(=O)(c1c(F)c(F)c(F)c(F)c1F)C1(O)CCCCC1 (stereo unspecified),26%,4.9%,nt,0.2,1%,i,2%,5%,0%
COC(=O)c1sc2nc(C)cc(-c3ccccc3)c2c1N,0%,-0.3%,-10%,0.0,5%,i,12%,-15%,-1%
CCCNC(=O)CSc1c2c(nc3ccc(Cl)cc13)CCCC2,3%,?,-5%,nt,-5%,nt,?,-40%,nt
COC(=O)CN(c1nc(C)cc(OC)n1)S(=O)(=O)c1ccccc1,11%,0.2%,7%,3.0,-3%,i,-2%,8%,0%
COc1ccc(C2NC(=O)N(C)C3=C2C(=O)N(c2cccc(Cl)c2)C3)cc1 (stereo unspecified),-15%,-0.4%,-7%,nt,-16%,nt,0%,-8%,nt
COc1ccc(N=Cc2c(O)[nH]c3ccccc23)cc1OC,-36%[inhibitor],6.6%,?,0.1,-29%,i,-23%,-23%,-12%
CCOC(=O)N1CCc2c(sc3c2c(=O)n(Cc2ccccc2)c(=O)n3CC(=O)Nc2cccc(C)c2)C1,2%,-0.3%,?,nt,-3%,nt,-20%,-5%,nt
CSc1ccc(CN2CCN(C3CCCC3)C(CCO)C2)cc1 (stereo unspecified),1%,0.0%,6%,1.3,5%,i,0%,-27%,-1%
COCCN(C(=S)Nc1c(C)cccc1C)C(C)c1ccco1 (stereo unspecified),-1%,0.0%,-11%,1.1,-3%,i,1%,-3%,0%
CCOC(=O)CCSc1nc(-c2ccc3c(c2)OCO3)cc(C(F)(F)F)c1C#N,-11%,4.9%,7%,0.7,5%,i,22%,0%,-16%
Cc1cccc(NC(=O)CSc2nc3ccccc3c3nc(CCn4cncc4C)nn23)c1,-3%,4.3%,nt,nt,?,nt,?,13µM*,nt
Cc1ccc(-c2nnc(-n3nc(C)cc3C)c3ccccc23)cc1,2%,-0.4%,-2%,-1.0,16%,i,7%,-2%,0%
CCCCOC(=O)c1ccc(NC(=O)CSc2nc3c(c(=O)[nH]2)CCCC3)cc1,0%,-1.0%,-22%,nt,-1%,nt,-1%,0%,nt
Cc1noc(/C=C/N(C)C)c1S(=O)(=O)N1CCCC(C(=O)NC2CCCCC2)C1 (stereo unspecified),-9%,-0.1%,0%,-1.2,-3%,i,-4%,-9%,-5%
CCOCCCN(Cc1ccco1)C(=O)c1cc2c(=O)[nH]c3ccc(C)cc3c2s1,-9%&0%,7.7%&-0.2%,?,-1.0,-15%&-17%,i,?,-30%&-34%,-4%
Cc1c(C(=O)n2cnc3ccccc32)cccc1[N+](=O)[O-],13%,0.3%,-8%,-0.9,0%,i,3%,7%,0%
CC1CCN(c2ccc(NC(=O)Cc3ccccc3)cc2)CC1,-4%,-0.3%[9.22 µM],2%,0.8,5%,i,-9%,-12%,-1%
Cc1cc(C)cc(N(CC(=O)N2CCC(C)CC2)S(C)(=O)=O)c1,3%,-1.0%,0%,-2.5,-16%,i,-24%,-16%,-1%
c1ccc(-c2csc(N3CCc4ccccc4C3)n2)cc1,4%,2.0%,?,1.8,11%,i,-19%,3%,-8%
COc1ccc(S(=O)(=O)c2cc(NS(=O)(=O)c3ccc(Cl)cc3)c(C)c(C)c2O)cc1,-6%,-1.1%,1%,nt,2%,nt,-5%,-22%,nt
Cc1ccc(S(=O)(=O)CCc2nc3ccccc3[nH]2)cc1,-8%,-0.2%,?,-2.0,2%,i,-3%,5%,-4%
COc1ccc2oc(C(=O)N(C)CCOc3ccc(Cl)cc3)c(C)c2c1,-8%,0.5%,-7%,-0.7,7%,i,0%,-17%,0%
S=C(Nc1ccccc1)Nn1cnnc1,18%,0.5%,17%,-1.3,5%,i,-4%,4%,2%
Cc1noc(C)c1COc1ccc(C(=O)N2CCN(c3cccc(Cl)c3)CC2)cc1,31%,-0.4%,23µM*,1.2,-5%,i,-3%,-5%,0%
COc1ccc(OC[C@@H](O)CNC(=O)c2cccc3c2C(=O)c2ccc(-c4ccc(F)cc4OCc4ccccc4)cc2S3(=O)=O)cc1,-6%,0.1%,-27%,-1.3,1%,i,-17%,-18%,0%
CCOC(=O)Nc1ccccc1C(=O)N1CCOCC1,2%,-0.9%,-3%,0.3,-3%,i,-1%,4%,2%
CC(Oc1ccc(Cl)cc1Cl)C(=O)Nc1ccc(OCC(=O)O)cc1 (stereo unspecified),4%,-0.8%,7%,0.1,2%,i,6%,4%,-1%
CC(=O)c1cccc(NC(=O)CSc2ccc(-c3ccco3)nn2)c1,-15%,?,10%,-1.7,-9%,i,-30%,-19%,-1%
O=C(OCC(=O)N1CCCC1)c1ccc(S(=O)(=O)Nc2ccccc2)cc1,-11%,-0.8%,6%,-1.4,-6%,i,8%,-1%,2%
COC(=O)c1ccccc1NC(=S)NC(=O)C1CCCCC1,-21%,-0.4%,9%,-0.4,16%,i,0%,-1%,1%

# One compound at a time (already shown). Order of screens: Abeta yeast res	Nrf2 activator	Nrf2 block	CCT chaperon mod	A549 tox	pAkt inh	TGFb inhibitor	HepG2 tox	Mm-Cpn inhibitor
# Cc1cc(C)cc(N(CC(=O)N2CCC(C)CC2)S(C)(=O)=O)c1 is listed with 3%	-1.0%	0%	-2.5	-16%	i	-24%	-16%	-1%
# CCCNC(=O)c1ccc(N2CCC3(CC2)CC(c2ccc(Cl)cc2)=NO3)c([N+](=O)[O-])c1 is listed with -12%	0.5%	23µM*	-1.7	-1%	i	-3%	-17%	-1%
